# Bioassay records from PubChem.
# M17LAP inhibition = P. falciparum M17LAP inhibitors, primary screen, biochemical, fluorogenic H-Leu-NHMec substrate, 1536-well (AID 1619) | Leucine aminopeptidase (Plasmodium falciparum (isolate 3D7)) | recombinant M17LAP, H-Leu-NHMec fluorogenic kinetic assay; higher % means a stronger effect | one-dose inhibition, % at 30 µM; IC50 in µM for titrated hits | 220,000 tested, 0.38% active;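 active means compound inhibiting the enzyme by more than half at any dose during confirmatory dose-response retesting; inconclusive means strong single-dose inhibitors picked by rank but not retested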;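 further: plate controls were full reaction with DMSO carrier for no effect and no enzyme background for full effect; strong numbers were not always called active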
# PMI inhibition = human PMI inhibitors, high substrate, primary screen, biochemical, fluorescence intensity, high mannose 6-phosphate (AID 1220). one-dose inhibition, % at 20 µM; IC50 in µM for titrated hits. Mannose-6-phosphate isomerase (Homo sapiens). 190,000 tested, 0.66% active. recombinant PMI enzyme, coupled fluorescence intensity; higher % means a stronger effect
# UTI89 phage lysis = inhibition of K1F phage lysis, E. coli UTI89, bacterial capsule biogenesis inhibitors, alamar blue (AID 488966); E. coli UTI89 K1F phage lysis, alamar blue, 2 h; higher % means a stronger effect; 340,000 tested, 0.02% active; inhibition, % at 100 µM, or IC50 in µM where a hit was titrated;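 active means phage lysis inhibition, versus mean bacterial control, above a set limit; inconclusive means no clear call, values can overlap the other calls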;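 further: capsule biogenesis inhibitors block K1F phage lysis so surviving cells raise fluorescence; higher fluorescence means more inhibition of phage lysis; actives were called in the ten point dose series up to 300 µM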
# P. falciparum M1AAP = P. falciparum M1AAP inhibitors, biochemical, fluorogenic H-Leu-NHMec substrate, 1536-well (AID 1445). recombinant M1AAP, H-Leu-NHMec fluorogenic kinetic assay; higher % means a stronger effect. one-dose inhibition, % at 30 µM; IC50 in µM for titrated hits. 220,000 tested, 0.42% active;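 active means primary inhibition above the hit cutoff, then over 50% inhibition at one or more dose response concentrations, cut at about 23% in these data, passing the limit was not always enough; inconclusive means conflicting primary data, or primary hits not chosen for dose response; inactive means low primary inhibition, or under 50% at every dose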;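 further: plate controls were DMSO full reaction for no effect and no enzyme background for full effect; strong numbers were not always called active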
# RSV CPE inhibition = RSV antiviral activity via CPE protection, HEp-2 cells, primary 10 µM value included (AID 2391). HEp-2 cells, RSV-induced CPE inhibition; higher % means a stronger effect. CPE inhibition, % at 10 µM, or IC50 in µM where a hit was titrated. 310,000 tested, 0.13% active; in the data active means a potency from the dose series; inconclusive means CPE inhibition mostly from about 23% at the one dose, without a potency; inactive means the rest, 99 in 100 with CPE inhibition below about 21%; further: strong numbers were not always called active
# West Nile virus CPE = West Nile virus antiviral activity, cell-based, CPE readout (AID 1621). 290,000 tested, 0.02% active. West Nile virus-infected cells, CPE inhibition; higher % means a stronger effect. one-dose CPE inhibition, % at 10 µM; IC50 in µM for titrated hits; in the data active means a potency from the dose series; inconclusive means CPE inhibition mostly from about 3.7% at the one dose, without a potency; inactive means the rest, 99 in 100 with CPE inhibition below about 2.2%; further: strong numbers were not always called active
# TNAP activation fold = human TNAP enzyme activators, primary screen, biochemical, luminescent, no phosphate acceptor, uHTS (AID 1001); Alkaline phosphatase, tissue-nonspecific isozyme (Homo sapiens); purified TNAP, luminescent activation assay, no phosphate acceptor; higher activation fold means a stronger effect; activation fold at 20 µM; hits with a dose series show EC50 in µM; 200,000 tested, 0.03% active; in the data active means activation fold from about 3, or a potency from the dose series; inactive means the rest, 99 in 100 with activation fold below about 1.6; further: many of its hits are not listed in these tables
# T cell HTS = modulators of CD8 T cell-vesicle binding, primary screen, mouse 2C CD8+ T cells, flow cytometry; 2C CD8+ T cell-vesicle binding; stronger effect = lower value; calls only at 7 µM; 330,000 tested, 0.068% active; AID 2052, 2009;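 active means response, share of CD8 T cells binding vesicles, and their 90th percentile fluorescence all below set limits, cut at about 80% in these data, passing the limit was not always enough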
#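 Read-out – percent CD8+ FL2 mean versus row control · System – murine 2C transgenic CD8+ T lymphocytes · Times – 1.5 h cell–vesicle binding at 37 °C, then 20 min icy labelling · Control set – naked vesicles low, QL9 vesicles with vehicle high · Detection – cytometric PE anti-B7-1 and Alexa647 anti-CD8 signals after 1% paraformaldehyde fixation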
# PMI inhibitors = inhibitors of human PMI, primary screen, biochemical, fluorescence intensity, coupled assay (AID 1209); 190,000 tested, 0.42% active; Mannose-6-phosphate isomerase (Homo sapiens); purified PMI enzyme, coupled fluorescence intensity; higher % means a stronger effect; inhibition, % at 20 µM, or IC50 in µM where a hit was titrated;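 further: plate controls were DMSO vehicle for no effect and wells lacking substrate for full effect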
# T cell HTS vesicle-bound % = recorded beside T cell HTS, whose call it bears; double positive events, %; measured here: CD8+ vesicle-bound cell fraction;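 binding gate set so that unloaded-vesicle control wells show 10% double positive cells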
# The depositor's hits bear a star; i = inactive; u = inconclusive; x = no result given; & = joins results of further samples; [ ] = remark or other dose. Unless noted, no stated cut-off is given here; in the data, active means inhibition above about 50%; inactive means the rest. Not all compounds are listed (hit frequency here may not be typical).
SMILES,M17LAP inhibition,PMI inhibition,UTI89 phage lysis,P. falciparum M1AAP,RSV CPE inhibition,West Nile virus CPE,TNAP activation fold,T cell HTS,T cell HTS vesicle-bound %,PMI inhibitors
O=C(Nc1nccs1)c1c(O)c2c(n(Cc3ccco3)c1=O)CCCC2,-3%,x,0.3%,3%,21%,-0.8%,x,i,19,x
Cc1ccsc1C(=O)C1CCCN(Cc2cnc(N(C)C)s2)C1 (stereo not given),5%,7%,x,0%,0.5%,0.5%,1.1,i,24,5%
Cc1cccc(NC(=O)N2C[C@H]3C[C@@H](C2)c2cccc(=O)n2C3)c1,x,x,5.4%,x,-0.5%,1.0%,x,i,28,x
CCOC(=O)c1ccccc1NC(=O)c1c(O)[nH]c(=O)[nH]c1=O,x,x,-0.3%,x,2.8%,0.1%,x,i,27,x
O=C1CC(=O)N(c2cccc(C(F)(F)F)c2)C(=O)N1,x,x,0.1%,x,1.3%,0.0%,x,i,47,x
Fc1ccc(Cn2nnnc2C(c2ccc(F)cc2)N2CC=C(c3ccc(F)cc3)CC2)cc1 (stereo not given),1%,-2%,0.1%,32%,6.7%,-0.8%,1.3,i,57,20%
O=C1NC(c2cc3ccccc3nc2Cl)Nc2ccccc21 (stereo not given),10%,7%,0.7%[50 µM],1%,3.1%,-1.3%,1.1,i,32,-1%
COc1ccc(OC)c(NC(=O)N2C[C@H]3C[C@@H](C2)c2cccc(=O)n2C3)c1,x,x,-3.7%,x,1.4%,0.6%,x,i,26,x
CCNc1ccc(P(=S)(N(C)C)N(C)C)cc1,0%,10%,0.1%,12%,0.5%,x,1.1,i,15,15%
CN1CCN(c2ccc(/C=C3\C(=O)NC(=S)N(c4cccc(Br)c4)C3=O)o2)CC1,26%,4%,2.8%,21%,2.4%,-0.6%,0.5,i,47,-1%
C[C@H]1OC[C@@H](C[N+](C)(C)C)O1,0%,-32%,-0.4%,3%,0.6%,0.3%,1,i,22,20%
Cn1c(O)c(C(=O)c2ccccc2)c(=O)n(C)c1=O,12%,-24%,1.3%,8%,1.4%,0.4%,1.1,i,26,-12%
O=c1[nH]c(=S)n(C2CC2)c(O)c1C=NCC1CCCO1 (stereo not given),-3%,x,0.6%,5%,1.4%,0.3%,x,i,33,x
CCc1ccc(C(=O)C23CN4CN(CN(C4)C2)C3)cc1,-1%,0%,0.2%,13%,0.5%,0.1%,1,i,12,-7%
CCN1CCN(Cc2ccc(C)cc2C)CC1,-6%,-9%,0.2%,4%,-0.4%,-0.7%,1.1,i,18,-2%
C[C@H]1CCC[C@@H](O)CCC/C=C/c2cc(O)cc(O)c2C(=O)O1,4%,-5%,2.6%,9%,25%,u,0.9,i,23,-6%
Cc1cccc(C)c1NC(=O)CN(C)CC(=O)Nc1ccc(C#N)c(Cl)c1,13%,9%,4.0%,-1%,-0.1%,-0.3%,1,i,50,8%
CCCCCCN1CCN(c2ccc(Cl)cc2)CC1,-2%,-9%,-0.1%,8%,1.6%,-1.1%,1.2,i,52,-7%
O=c1[nH]c(=S)n(C2CC2)c(O)c1C=Nc1ccc2c(c1)OCO2,-3%,x,1.0%,-1%,1.4%,0.2%,x,i,28,x
COc1ccc(/C=C/C2=CCN(C)CC2)cc1,1%,20%,-0.5%,-6%,-1.8%,-0.8%,1.1,i,44,1%
CCOC(=O)C1=C(C)OC(N)=C(C(=O)OC)C12C(=O)Nc1ccc(Br)cc12 (stereo not given),-7%,17%,0.2%,-2%,1.8%,0.2%,1,i,9,9%
CCOC(=O)C1C(=O)NC2(C)CC1c1cc(OC)ccc1O2 (stereo not given),-3%,-10%,0.1%,0%,0.1%,0.1%,0.9,i,7,0%
Cc1ccnc(-n2c(C)cc(C=C3C(=O)N(C)C(=S)N(C)C3=O)c2C)c1,44%,36%,0.2%,12%,1.1%,-0.8%,0.9,i,34,23%
CN(C)C(=O)Oc1ccnc2cc(Cl)ccc12,-1%,14%,-0.2%[50 µM],0%,-1.5%,0.2%,1.1,i,50,8%
Cc1ccc(OCCn2cccc2/C=C2/C(=O)NC(=O)N(Cc3ccco3)C2=O)cc1,6%,x,-0.5%,12%,4.4%,0.2%,x,i,41,x

# Compounds shown so far that contain an NH in an aromatic ring:
SMILES,M17LAP inhibition,PMI inhibition,UTI89 phage lysis,P. falciparum M1AAP,RSV CPE inhibition,West Nile virus CPE,TNAP activation fold,T cell HTS,T cell HTS vesicle-bound %,PMI inhibitors
CCOC(=O)c1ccccc1NC(=O)c1c(O)[nH]c(=O)[nH]c1=O,x,x,-0.3%,x,2.8%,0.1%,x,i,27,x
O=c1[nH]c(=S)n(C2CC2)c(O)c1C=NCC1CCCO1 (stereo not given),-3%,x,0.6%,5%,1.4%,0.3%,x,i,33,x
O=c1[nH]c(=S)n(C2CC2)c(O)c1C=Nc1ccc2c(c1)OCO2,-3%,x,1.0%,-1%,1.4%,0.2%,x,i,28,x

# Back to the main list, starting three compounds before the break.
SMILES,M17LAP inhibition,PMI inhibition,UTI89 phage lysis,P. falciparum M1AAP,RSV CPE inhibition,West Nile virus CPE,TNAP activation fold,T cell HTS,T cell HTS vesicle-bound %,PMI inhibitors
Cc1ccnc(-n2c(C)cc(C=C3C(=O)N(C)C(=S)N(C)C3=O)c2C)c1,44%,36%,0.2%,12%,1.1%,-0.8%,0.9,i,34,23%
CN(C)C(=O)Oc1ccnc2cc(Cl)ccc12,-1%,14%,-0.2%[50 µM],0%,-1.5%,0.2%,1.1,i,50,8%
Cc1ccc(OCCn2cccc2/C=C2/C(=O)NC(=O)N(Cc3ccco3)C2=O)cc1,6%,x,-0.5%,12%,4.4%,0.2%,x,i,41,x
O=C(Cn1c2c(c(-c3ccccc3Cl)cc1=O)CCC2)N1CCC2(CC1)OCCO2,50%,12%,0.9%,-5%,1.3%,-0.1%,1.1,i,37,19%
CCN1CCN(c2ccc(N)cc2C)CC1,9%,33%,0.3%,1%,-1.9%,0.1%,1.1,i,32,8%
CCC(=NCc1ccco1)c1c(O)[nH]c(=O)[nH]c1=O,11%,-3%,-0.3%,14%,3.2%,0.3%,1.1,i,56,4%
Cc1[nH]c2c(C(F)(F)F)cccc2c1CCN,15%,-3%,0.4%,4%,1.3%,0.4%,1.1,i,31,-2%
CC(C(=O)c1c[nH]c2ccccc12)N1CCc2ccccc2C1 (stereo not given),6%,6%,1.1%,2%,1.0%,0.2%,0.9,i,12,-7%
Fc1cccc(CNCCc2c[nH]c3ccccc23)c1,x,x,-1.3%,x,-0.7%,-0.3%,x,i,59,x
CCC1C2Cn3c(nc4ccccc43)C1N(C)O2 (stereo not given),0%,x,2.1%,-2%,4.8%,-0.3%,x,i,52,x
Cc1cc(OC(C)C(=O)NCc2ccncc2)c2c3c(c(=O)oc2c1)CCCC3 (stereo not given),x,x,3.4%,x,3.4%,-0.2%,x,i,33,x
N#CC(C#N)=Cc1ccc(-c2ccccc2)o1,2%,-2%,x,-3%,1.2%,-0.2%,1.1,i,0,5%
O=C(c1ccc(Br)cc1)C12CN3CN(CN(C3)C1)C2,24%,-5%,-0.3%,1%,0.4%,0.2%,1.1,i,23,-5%
Cc1cc(C)n2nc(SCC(=O)N3CCC4(CC3)OCCO4)nc2n1,0%,14%,6.3%,3%,0.5%,0.1%,1,i,20,-4%
OC1/C(=C/c2ccc(Cl)cc2Cl)N2CCC1CC2 (stereo not given),-2%,4%,-2.6%,11%,-1.2%,-0.1%,1.1,i,46,-2%
CC(C)Nc1nc(Cl)nc(NC(C)C)n1,11%,2%,0.2%,7%,1.5%,0.0%,1.1,i,54,11%
COc1cc2[nH]c(=O)n(-c3ccccc3)c(=O)c2cc1OC,-4%,0%,-0.9%,6%,1.3%,-0.6%,1,i,46,8%
CCC(CC)C(=O)NC1CCSC1=O (stereo not given),-5%,-6%,1.6%,9%,2.6%,0.4%,1.1,i,11,2%
Cn1cc(C(=O)N2CCOCC2)c2ccccc21,-3%,1%,0.8%,-1%,-1.6%,-0.2%,1.1,i,43,-9%
C=C(C)CN1CC[C@]23c4c5ccc(O)c4O[C@H]2c2[nH]c4ccccc4c2C[C@@]3(O)C1C5,-3%,4%,x,-8%,0.3%,-0.7%,1,i,16,8%
O=C1CNC(c2ccccc2Cl)c2cc(Br)ccc2N1 (stereo not given),x,x,0.0%,x,0.8%,-1.2%,x,i,59,x
Cc1nc2cc([N+](=O)[O-])ccc2c(=O)n1-c1ccc(Br)cc1,x,x,0.1%,x,1.0%,-0.6%,x,i,62,x
Cc1c(C(=O)N2CCC3(CC2)OCCO3)sc2ncnc(N3CCc4ccccc4C3)c12,7%,7%,-0.1%,2%,14%,-1.2%,1.2,i,54,0%
CCOc1cc(C2NCc3ccccc3-n3cccc32)ccc1O (stereo not given),-2%,8%,0.2%,4%,-0.3%,x,1,i,20,1%
OC(CN1CC=C(c2ccccc2)CC1)c1ccccc1 (stereo not given),x,x,0.0%,x,3.4%,-0.6%,x,i,29,x
CC1(C)CN=C(Nc2ccc(F)c(F)c2)S1,-1%,3%,1.8%,10%,1.4%,-0.1%,0.9,i,44,-6%
CC(C)OCCCNC(=O)c1c(N)n(CC2CCCO2)c2nc3ccccc3nc12 (stereo not given),-81%,22%,-0.4%,8%,11%,0.6%,1.1,i,65,32%
CN(C)C(=O)Oc1ccc(Cl)c2ccccc12,7%,-1%,1.0%,4%,0.6%,1.6%,1.1,i,35,2%
C=CCN1C(=O)NC(=O)C(Cc2ccc(OC)c(OC)c2)C1=O (stereo not given),-1%,18%,1.7%,5%,1.1%,-0.1%,1.1,i,6,22%
CC(C)OC(=O)c1c(N)n(Cc2ccco2)c2nc3ccccc3nc12,-116%,x,1.1%,27%*,1.0%,0.6%,x,i,58,x
O=C(N/N=C/c1c(O)n(CCC2=CCCCC2)c(=O)[nH]c1=O)c1ccccc1,-56%,3%,1.0%,0%,9.5%,-1.0%,0.3,i,38,0%
CCc1c(C)nc(N)nc1N1N=C1SC(C(C)=O)C(C)=O,8%,-2%,0.7%,-2%,2.3%,0.4%,1.1,i,27,12%
CC(=O)OCC[N+](C)(C)C,-5%&5%,2%,2.4%&2.0%&2.8%,-2%&14%,-0.4%&-0.3%&-0.7%,0.6%&0.5%,1,i,27&47&20,3%
